Screening data: PubChem, several laboratories
BoNT-F LC inh: blocks Botulinum neurotoxin F light chain protease. Multiplex microsphere protease cleavage assay, flow cytometry. inhibition, % at 10 µM. 0.22% of 360,000 active. AID 588497; in the data active means inhibition above about 35%, passing the limit was not always enough; inconclusive means no clear call, values can overlap the other calls; further: plate controls were buffer without enzyme for full effect and enzyme alone for no effect
Mtb FBA inh: inhibits M. tuberculosis FBA enzyme; P9WQA3; purified M. tuberculosis FBA, fluorescence read-out; inhibition, % at 1 µM; 2.3% of 360,000 active; in the data active means inhibition above about 27%;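 further: 0% = vehicle and 100% = reference inhibitor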
Target sequence (P9WQA3 whole entry, looked up): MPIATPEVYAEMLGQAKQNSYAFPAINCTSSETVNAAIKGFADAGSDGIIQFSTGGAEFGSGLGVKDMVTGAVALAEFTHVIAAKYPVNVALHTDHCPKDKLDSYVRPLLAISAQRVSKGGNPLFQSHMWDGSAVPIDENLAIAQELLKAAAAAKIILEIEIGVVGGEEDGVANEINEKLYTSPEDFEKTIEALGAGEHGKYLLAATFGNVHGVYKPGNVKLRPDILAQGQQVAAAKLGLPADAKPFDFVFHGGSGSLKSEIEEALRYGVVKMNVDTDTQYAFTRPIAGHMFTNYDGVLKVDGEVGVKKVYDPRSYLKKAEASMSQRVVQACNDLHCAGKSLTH
PfHsp40 rescue: rescue of PfHsp40-mediated yeast toxicity; S. cerevisiae expressing PfHsp40, growth rescue, ATP luminescence; growth rescue, % at 12.5 µM; 0.68% of 340,000 active; in the data active means growth rescue above about 28%, passing the limit was not always enough; inconclusive means no clear call, values can overlap the other calls;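 further: yeast W303a lacking pdr1 and pdr3 grown in galactose medium; growth measured after three days at 30 °C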
Mtb BioA inh: blocks M. tuberculosis BioA enzyme activity; purified M. tuberculosis BioA enzyme, plate reader; inhibition, % at 9.99 µM; 0.096% of 360,000 active; in the data active means inhibition above about 40%; inconclusive means no clear call, values can overlap the other calls
Anthrax LF inh2: anthrax lethal factor protease inhibition; P15917; multiplex microsphere protease cleavage assay, LF; inhibition, % at 10 µM; 0.12% of 360,000 active; AID 588501; further: plate controls were buffer without enzyme for full effect and enzyme alone for no effect
UGM FP inh: blocks M. tuberculosis UGM enzyme; 0.06% of 320,000 active; inhibition, % at 10 µM; purified UGM, fluorescence polarization probe displacement; AID 504406; in the data active means inhibition above about 10%, passing the limit was not always enough; inconclusive means no clear call, values can overlap the other calls
Target sequence (P9WIQ1 whole entry, looked up): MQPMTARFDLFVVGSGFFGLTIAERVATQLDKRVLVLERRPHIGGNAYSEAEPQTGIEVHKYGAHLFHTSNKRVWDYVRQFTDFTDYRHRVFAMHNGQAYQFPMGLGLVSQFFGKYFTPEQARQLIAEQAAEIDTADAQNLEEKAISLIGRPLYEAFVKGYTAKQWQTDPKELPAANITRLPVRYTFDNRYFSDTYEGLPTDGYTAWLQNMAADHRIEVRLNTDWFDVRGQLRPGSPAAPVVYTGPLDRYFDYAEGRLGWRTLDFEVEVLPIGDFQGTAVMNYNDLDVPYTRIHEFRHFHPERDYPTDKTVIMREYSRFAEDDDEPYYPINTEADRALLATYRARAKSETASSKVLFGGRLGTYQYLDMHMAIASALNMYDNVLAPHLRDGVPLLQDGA
GDH-TPI counter: inhibits GDH-TPI coupling enzymes, artifact for Mtb FBA screen. GDH-TPI coupled enzyme counterscreen, NADH absorbance. inhibition, % at 4.8 µM. 1.2% of 360,000 active; in the data active means inhibition above about 30%;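 further: 0% = DMSO wells and 100% = wells lacking the enzyme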
BoNT A protease: BoNT A light chain protease inhibition | multiplex microsphere protease substrate cleavage, flow cytometry | inhibition, % at 10 µM | 0.17% of 360,000 active; further: plate controls were buffer without enzyme for full effect and enzyme alone for no effect
FadD28 FP inh: inhibitors of Mycobacterium tuberculosis FadD28 bisubstrate binding. 0.22% of 360,000 active. AID 588549. FadD28 bisubstrate probe binding, fluorescence polarization. inhibition, % at 12.5 µM; in the data active means inhibition above about 8.5%, passing the limit was not always enough; inconclusive means no clear call, values can overlap the other calls
* marks the source's active call; other numbers are inactive results; ? = inconclusive; · = no result given. Unless noted, no stated cut-off is given here; in the data, active means inhibition above about 30%; inconclusive means no clear call, values can overlap the other calls; inactive means below that.

smiles	Mtb BioA inh	FadD28 FP inh	UGM FP inh	GDH-TPI counter	PfHsp40 rescue	BoNT-F LC inh	BoNT A protease	Mtb FBA inh	Anthrax LF inh2
Cc1c(Oc2cc(NN3CCCCC3)c([N+](=O)[O-])cc2[N+](=O)[O-])cccc1[N+](=O)[O-]	1.5	-2.2	0.0	-4	-1.9	-4	-1.0	0	-2
COc1ccc(/C=C2\SC(=O)N(CCNC(=O)Cn3[nH]c(=O)c4ccccc4c3=O)C2=O)cc1	-1.4	3.6	-4.1	4	0.4	3	0.0	0	5
CCOC(=O)C1CCN(C2=C(NS(=O)(=O)c3ccc(Cl)cc3)C(=O)c3ccccc3C2=O)CC1	·	-2.3	0.2	0	-0.3	-1	-0.4	129*	1
C=CCN=C1SCC(=O)N1S(=O)(=O)c1ccccc1	-1.1	0.7	-3.2	1	-0.8	1	-0.5	-1	-13
Cc1c(C(c2ccc(N(C)C)cc2)c2c(C)n(C)n(-c3ccccc3)c2=O)c(=O)n(-c2ccccc2)n1C	·	-1.6	2.3	6	0.3	-1	0.6	-4	-2
O=[N+]([O-])C(=C1NCCN1)C(Cl)=C(Cl)Cl	·	-1.6	0.7	10	-0.5	-11	0.2	1	4
NNC(=O)/C(=N/Nc1ccccc1)S(=O)(=O)c1ccc(Cl)cc1	·	-3.5	-3.9	8	-0.2	-11	-0.2	-4	-5
CCC(=NCC1CCCO1)c1c(O)[nH]c(=O)[nH]c1=O (configuration not stated)	4.8	-4.2	-1.1	-5	1.4	-3	0.2	3	-1
CCc1noc(C)c1C(=O)NCCN1C(=O)S/C(=C\c2ccc(OC)cc2)C1=O	-0.8	-3.3	3.9	31*	2.7	-7	-1.0	-5	0
CCOc1ccc(CCNC(=O)COc2cccc(-n3cnnn3)c2)cc1OCC	-1.0	0.3	-1.4	9	0.4	-2	-2.1	1	-2
COc1ccc(CNC(=O)C(c2ccco2)N(C(=O)CNS(=O)(=O)c2ccccc2)c2ccccc2C)cc1 (configuration not stated)	1.0	-6.2	2.2	10	1.3	-5	-0.4	-2	-2
Cc1ccc(S(=O)(=O)NC(=O)C2(C)CCN2C(=O)COc2ccc(Cl)cc2)nc1 (configuration not stated)	-2.2	0.2	·	12	·	-1	0.1	3	2
Cc1ccccc1-n1sc2cc(F)ccc2c1=O	-0.8	-1.8	2.6	-1	1.0	-8	89*	3	0
CCCN1CCN(C(=O)CCS(=O)(=O)c2cc3c(cc2Cl)NC(=O)CO3)CC1	3.0	-1.3	-1.4	-5	2.5	-13	-1.4	-1	1
CC(C)CN1CC(C)C(=O)N(c2ccccc2)C1=S (configuration not stated)	-1.7	-2.0	·	2	-0.9	8	-0.1	-1	-2
CCO/C(C)=N/Oc1cnc2ccccc2c1	1.0	-3.9	·	·	·	2	-0.2	1	0
O=C(CCc1nnc(Cc2ccc(-c3ccccc3)cc2)o1)NCC1CC1	·	-0.8	1.3	1	1.0	-4	0.6	-5	-2
CCOc1ccc(C(=O)Nc2nnc(C(C)C)s2)cc1OCC	1.3	-2.0	2.7	5	1.5	8	-0.9	-1	-2
Cc1ccc(/C=N\NC(=O)c2ccc(Cn3cc(Br)c([N+](=O)[O-])n3)o2)o1	·	-2.9	-2.1	30	-1.4	2	0.3	4	0
CC(C)(C)c1ccc(Cn2nnc3c(=O)[nH]c(C4CCN(C(=O)Cc5cccs5)CC4)nc32)cc1	-0.5	-2.2	2.5	-3	5.4	-1	-1.1	-1	0
COC(=O)c1ccsc1NC(=O)c1cccc(OC)c1	·	-4.6	3.7	6	2.8	-9	0.2	4	-2
COc1ccc(S(=O)(=O)N2CCC(C(=O)OCC(=O)c3ccccc3)CC2)cc1[N+](=O)[O-]	-1.5	-0.1	-1.2	10	-0.5	-2	-1.4	-1	-2
Cc1cc(N2CCOCC2)c2c(N)c(Br)cc(C)c2n1	1.3	-0.1	-1.8	12	0.1	-37	2.7	1	0
CC(=O)NNS(=O)(=O)c1scc(S(=O)(=O)c2ccc(Cl)cc2)c1C	-0.2	-0.7	-2.2	-5	·	2	0.6	-1	2
CCCS(=O)(=O)c1nc(S(=O)(=O)c2ccc(C)cc2)c(NCCCN2CCCC2=O)s1	-0.3	-4.1	1.8	8	0.2	11	0.3	0	2
CC1(C(=O)O)COC(c2ccc([N+](=O)[O-])cc2)OC1 (configuration not stated)	0.5	-2.1	-1.4	7	-0.2	0	0.4	0	-1
CCCC(=O)N1CCN(c2ccc(NC(=O)c3cc4ccccc4o3)cc2Cl)CC1	-1.5	-2.4	-0.3	8	1.0	-8	-0.2	2	-1
CC1CC(C)CN(C(=O)COC(=O)COc2ccccc2C#N)C1 (configuration not stated)	-0.1	-2.3	0.5	-2	-0.2	-8	4.2	4	4
CCOC(=O)C1=C(COC(=O)CNC(=O)c2ccc(C)cc2)NC(=O)NC1C (configuration not stated)	-3.4	-1.6	-2.4	1	-1.5	2	0.7	2	-2
Cc1c(Cl)cccc1NC(=O)N1CCCN(c2nc(-c3ccccc3)ns2)CC1	0.6	-4.1	-1.4	-4	1.8	-3	-0.3	-2	-8
C/C(=N/NC(=O)c1ccc(C)nc1)c1ccc2c(c1)CCCC2	·	-1.3	1.0	8	1.1	-6	-0.5	-1	0
CCC1Oc2ccc(C)cc2N(CC(=O)N2CCCC2)C1=O (configuration not stated)	-1.8	0.3	-0.9	-5	-0.5	?	-3.2	-2	12
CNC(=S)N/N=C/c1cn(CCOc2cccc(OC)c2)c2ccccc12	·	-1.9	·	21	1.4	-11	-0.7	0	-3
O/N=C1\CCCc2oc3c(c21)CCCC3	-0.6	-2.4	1.6	-1	1.5	2	0.9	1	-1
CCOC(=O)c1[nH]nc2c1C(=O)N(CC)C2=O	-1.3	?	4.3	0	1.8	2	-0.2	5	-2
Cc1cc(C(=O)NC2CC(C)(C)Cc3c2cnn3-c2cccc(F)c2)nn1C (configuration not stated)	69*	0.1	-1.1	1	-1.5	8	0.8	0	-2
CCOc1cc(C#N)c(NC(=O)CSc2nnnn2-c2ccc(OC)cc2)cc1OCC	·	-3.1	-1.5	-14	-0.9	-11	-9.1	-1	-3
NC(=O)CSc1nnnn1-c1ccc2c(c1)OCCO2	-0.7	-0.1	1.6	9	0.0	-5	0.2	3	4
O=C(CCc1nnc2ccc(N3CCCCC3)nn12)NCc1ccco1	12	-3.8	-0.6	4	-0.1	5	-0.1	1	1
COCCn1c(SCC(=O)Nc2ccc(S(=O)(=O)N(C)C)cc2)nc2ccccc21	0.8	-3.0	3.5	-5	0.0	2	0.0	2	-4
Cc1ccc2c(c1)[C@H]1[C@H](CO2)[C@H](c2ccccc2)[C@]2(C)C(=O)Nc3ccccc3C(=O)N12	-3.9	-4.2	4.2	4	0.1	-2	0.3	3	-2
CCCCCN(C(=O)NC(=O)Nc1ccccc1OC)S(C)(=O)=O	0.0	-4.4	0.0	5	-1.0	-8	-0.1	0	-3
CCOc1cc(C(=S)N2CCCCC2)ccc1OS(=O)(=O)c1ccc(Cl)cc1	-2.5	-3.6	2.1	-1	-0.1	-13	-0.1	-1	-6
CC(CCc1ccccc1)NC(=O)CCC1CCCC1 (configuration not stated)	-0.5	-5.7	-1.6	1	·	8	0.3	0	4
Cc1cc(C)n(C2CC(=O)N(c3ccc(C)c(Cl)c3)C2=O)n1 (configuration not stated)	-5.1	-1.0	-2.2	12	-0.3	-17	-0.3	3	-4
CCOC(=O)c1sc(-n2[nH]c(C)cc2=O)nc1C	0.3	-1.1	1.2	13	-1.3	0	0.3	0	0
O=C(c1ccc2[nH]c3c(c2c1)CCCC3)N1CCN(c2ccc(F)cc2)CC1	·	-0.3	1.0	4	3.3	-16	-2.3	-1	-2
CCc1ccc(-c2nc(SCC(=O)N(CCOC)c3c(N)n(Cc4ccccc4)c(=O)[nH]c3=O)n[nH]2)cc1	0.2	-2.3	-1.9	14	-1.3	1	0.1	4	0
CC(=O)C1=C(O)C(=O)N(c2ccccn2)C1c1cccc(F)c1 (configuration not stated)	-0.5	·	2.7	14	0.8	6	-1.4	2	7
CCOc1ccccc1C(=O)Nc1nn[nH]n1	·	-0.9	1.5	1	-0.5	-4	-0.9	4	7
Cc1ccc(CN2CC(C(=O)NC3CCCC(C)C3C)CC2=O)cc1 (configuration not stated)	1.3	-4.6	-0.7	-10	-0.4	-51	-1.7	-1	-14
CCC1CCC(C(=O)NNC(=O)c2cc(-c3ccco3)[nH]n2)CC1 (configuration not stated)	·	11*	3.8	8	0.8	-1	0.2	0	-5
O=c1cc(CSc2nnc(C3CC3)n2Cc2ccccc2)nc2sccn12	·	-0.3	-4.4	11	1.2	-8	0.9	5	2
O=C(Nn1c(-c2ccccc2)nc2ccccc2c1=O)c1ccc([N+](=O)[O-])cc1	0.3	-3.0	1.3	10	-0.5	0	0.4	-8	-2
CCOC(=O)C1(C(=O)OCC)COC(=O)C2(CC)OC21 (configuration not stated)	·	-1.3	·	3	-2.5	-2	0.0	0	-6
CN(c1ccccc1)S(=O)(=O)c1cc(C(=O)Nc2ccccc2N2CCOCC2)ccc1Cl	8.4	-2.2	·	7	-0.6	-4	-0.3	2	-13
Cc1cccc(C)c1NC(=O)CNC(=O)C1COc2ccccc2O1 (configuration not stated)	0.3	-0.1	-0.2	3	-0.7	-19	-5.2	-2	-3
COc1ccc(/C(C)=C2/SC(=S)N(CCC(=O)O)C2=O)cc1	1.9	-4.8	0.8	27	1.0	2	?	-2	1
O=S(=O)(NCc1cc(-c2ccc(Cl)cc2)no1)c1ccccc1	-1.0	-0.8	0.3	7	-0.2	0	-0.2	-1	-6
COc1ccc(CN(CCC(C)C)S(=O)(=O)c2ccccc2Br)cc1	-0.2	-2.2	·	9	1.9	-8	-0.6	3	-7

3 compounds from above, ordered by molar mass, lowest first:
smiles	Mtb BioA inh	FadD28 FP inh	UGM FP inh	GDH-TPI counter	PfHsp40 rescue	BoNT-F LC inh	BoNT A protease	Mtb FBA inh	Anthrax LF inh2
CCOc1ccccc1C(=O)Nc1nn[nH]n1	·	-0.9	1.5	1	-0.5	-4	-0.9	4	7
Cc1ccc(CN2CC(C(=O)NC3CCCC(C)C3C)CC2=O)cc1 (configuration not stated)	1.3	-4.6	-0.7	-10	-0.4	-51	-1.7	-1	-14
O=c1cc(CSc2nnc(C3CC3)n2Cc2ccccc2)nc2sccn12	·	-0.3	-4.4	11	1.2	-8	0.9	5	2

(cont.)
smiles	Mtb BioA inh	FadD28 FP inh	UGM FP inh	GDH-TPI counter	PfHsp40 rescue	BoNT-F LC inh	BoNT A protease	Mtb FBA inh	Anthrax LF inh2
O=C(NCc1ccccc1)c1nnc(CS(=O)(=O)c2ccccc2)o1	-0.4	-1.4	0.2	-7	0.5	8	0.9	2	4
COC(=O)[C@@H](Cc1ccccc1)NC(=O)NCCc1c[nH]c2ccccc12	1.0	1.3	-0.3	5	-2.0	24	1.3	2	0
CSCC[C@H](NS(=O)(=O)c1ccc(C(C)=O)cc1)c1nnc2ccccn12	-0.8	-3.6	-4.9	-6	-0.6	6	2.9	1	0
COc1ccc(C(O)c2ncc(-c3cccc(C(F)(F)F)c3)[nH]2)cc1 (configuration not stated)	0.7	-0.8	·	0	·	-2	-0.9	3	5
CC1=C(C(=O)Nc2cc(C(=O)N3CCN(c4cccc(C)c4C)CC3)ccc2C)SCCO1	-3.6	0.5	1.3	3	-0.7	8	-0.9	-1	-5
Cc1nc(NCc2ccccc2)[nH]c(=O)c1CCC(C)C	-3.4	-2.0	0.1	-5	-1.1	0	-0.8	3	0
Cc1cc(=O)oc2cc(NC(=O)C(C)Oc3ccc(F)cc3)ccc12 (configuration not stated)	0.0	-4.6	-3.2	11	-1.0	-6	4.5	33*	3
COc1ccc2c(c1)c1ncn(Cc3ccc(F)cc3)c(=O)c1n2C	1.6	-0.8	-1.1	1	·	·	·	51*	·
